Assay outcomes: PubChem, Sanford-Burnham Center for Chemical Genomics
Mdm2 MdmX PPI – inhibitors of human Mdm2-MdmX association, primary screen, cell-based, luminescence, split luciferase, SaOS-2, uHTS. Protein Mdm4 (Homo sapiens) + E3 ubiquitin-protein ligase Mdm2 (Homo sapiens), …. SaOS-2 split-luciferase Mdm2/MdmX complementation. inhibition, % at 8 µM. hit rate 3% among 330,000. AID 485346, 2010;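 active = inhibition of at least 50% at 8 µM in the primary screen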
APJ ag – agonists of human apelin receptor APJ, primary screen, CHO-K1 cells, PathHunter beta-arrestin, luminescence. hit rate 0.11% among 330,000. P35414. AID 2520, 2010. activation, % at 20 µM. 0% DMSO wells, 100% apelin;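 active = activation more than six SD over the plate average, tested at 20 µM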;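 also: 0% = DMSO alone and 100% = apelin-13 at 10 nM; some results filed as inactive read as strong as hits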
Target sequence (P35414 whole entry, looked up): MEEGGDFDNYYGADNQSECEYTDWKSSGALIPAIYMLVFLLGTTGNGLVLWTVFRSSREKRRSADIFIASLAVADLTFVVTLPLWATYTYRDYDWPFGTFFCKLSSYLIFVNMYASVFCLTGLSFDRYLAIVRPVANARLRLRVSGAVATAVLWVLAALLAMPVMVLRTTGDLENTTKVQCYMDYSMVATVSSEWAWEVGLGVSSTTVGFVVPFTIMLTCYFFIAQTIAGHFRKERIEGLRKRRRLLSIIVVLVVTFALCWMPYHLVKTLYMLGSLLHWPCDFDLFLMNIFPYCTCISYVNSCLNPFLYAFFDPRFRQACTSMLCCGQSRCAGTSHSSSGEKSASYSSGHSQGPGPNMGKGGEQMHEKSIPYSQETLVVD
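Test system – PathHunter CHO-K1 APJ (AGTRL-1) beta-arrestin reporter cells · Input – 1000 cells/well · Compound – single test compound dose, 20 µM final, 1% DMSO · Times – compound stimulation 90 min at 25 °C, detection 60 min · Technique – beta-gal luminescence · Read-out basis – APJ–arrestin association signal · Control set – negative DMSO alone, positive Apelin-13 at 10 nM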
Jurkat NFkB inh – inhibitors of induced NF-kB luciferase reporter, primary screen, TCR NF-kB activation inhibitor project, cell-based, luminescence, uHTS; inhibition, % at 4 µM; hit rate 0.53% among 330,000; AID 435003, 2010; Jurkat, PMA/ionomycin-induced NF-kB luciferase reporter; in the data active = inhibition above about 50%
tim23-1 inh – growth inhibitors of tim23-1 mutant yeast, primary screen, luminescence, uHTS; hit rate 1.3% among 330,000; S. cerevisiae tim23-1 growth, BacTiter-Glo luminescence, 24 h; inhibition, % at 20 µM;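 active = growth inhibition of the mutant yeast at or above 50%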;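 also: temperature-sensitive mutant grown at 25 °C; plate controls were DMSO-treated mutant yeast for no effect and medium wells lacking yeast for full effect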
XBP1 UPR activ – activators of adaptive XBP1 UPR arm, primary screen, cell-based, CHO-XBP1 luciferase reporter, luminescence, uHTS | IRE1-XBP1 UPR activation; percent of tunicamycin response, DMSO as zero | activation, % at 20 µM | hit rate 0.33% among 330,000;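 active = versus positive control, 20 µM dose yields 30% or more activation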;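 also: 100% = tunicamycin at 10 µg/mL and 0% = DMSO only wells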
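Material – CHO cell line with stable XBP1 luciferase reporter · Buffer or medium – F12 plus 10% FBS · Compound – single point, 20 µM final compound, 1% DMSO · Schedule – 16-18 h cell attachment at 37 °C, then 6 h compound exposure · Signal – Steady-Glo luminescence read · Benchmarks – high control tunicamycin 10 µg/mL final, low control DMSO vehicle only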
APJ antagonist – antagonists of human apelin receptor APJ, primary screen, CHO-K1 cells, beta-arrestin complementation, luminescence; AID 2521, 2010; inhibition, % at 20 µM; hit rate 0.32% among 330,000; P35414;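 active = inhibition above about 40% at 20 µM, limit read from the data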;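 also: cells challenged with 10 nM apelin-13 agonist together with compound; plate controls were apelin-13 plus DMSO wells for no effect and DMSO wells lacking apelin-13 for full effect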
697 NFkB inh – inhibitors of PMA/ionomycin-induced NF-kB reporter, 697 cells, primary screen, B-cell NF-kB inhibitor project, cell-based, luminescence, uHTS; 697 B-cell NF-kB luciferase reporter, 16 h; hit rate 0.33% among 330,000; inhibition, % at 4 µM; AID 435022, 2010; in the data active = inhibition above about 35%
CHOP UPR activ – activators of apoptotic CHOP UPR arm, primary screen, cell-based, CHO-CHOP luciferase reporter, luminescence, uHTS; UPR activation; percent of tunicamycin response over DMSO baseline; activation, % at 10 µM; hit rate 0.34% among 330,000; AID 449763, 2010;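 active = at 10 µM dose, activation of 40% or more, normalized to positive control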;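 also: 100% = tunicamycin at 10 µg/mL and 0% = DMSO alone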
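Assay system: CHO-CHOP cells, stable luciferase reporter of PERK-eIF2a-CHOP signalling / Buffer or medium: F12 plus 10% serum / Compound dosing: one dose, 10 µM in 0.5% DMSO / Times: 6 h compound treatment, 37 °C / Technique: luciferase luminescence / Read-out: % reporter activation, DMSO baseline versus tunicamycin full activation / Benchmarks: tunicamycin and DMSO controls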
The depositor's hits bear a star.

cpd	Molecule	Mdm2 MdmX PPI	APJ ag	Jurkat NFkB inh	tim23-1 inh
1	O=C(O)c1ccc(/C=C2\CCCc3c2nc2ccccc2c3C(=O)O)cc1	16.0	-3.7	-0.8	-16.4
2	CN(CC(=O)Nc1cccc(S(=O)(=O)NC2=NCCC2)c1)Cc1cccc(F)c1	-7.9	-3.2	5.9	-0.9
3	CCOc1ccccc1N=C1SC(CC(=O)Nc2ccc(OC)cc2OC)C(=O)N1CCC1=CCCCC1 (centres undefined)	43.1	1.3	5.8	18.1
4	Cc1cccc(N2CCN(S(=O)(=O)c3ccc4c(c3)C(C)(C)C(=O)N4C)CC2C)c1 (centres undefined)	11.5	-1.7	3.2	27.3
5	CC1(C)C2CCC1(CS(=O)(=O)Nc1ccc(S(=O)(=O)N3CCCC3)cc1)C(=O)C2 (centres undefined)	3.8	2.5	-2.7	21.9
6	Cc1ccc(N(C(=O)c2ccco2)C(C(=O)NC2CCCC2)c2cccnc2)cc1 (centres undefined)	-11.5	0.4	-7.9	2.7
7	O=C(CSc1nnc2scc(-c3ccc(F)cc3)n12)NCc1ccco1	16.2	3.5	-20.2	6.6
8	O=C(NC(=S)N1CCCCC1)c1csc([N+](=O)[O-])c1	7.6	0.3	1.8	44.6
9	CC1C(=O)N2CCCc3cc(S(=O)(=O)N(C)c4ccccc4)cc1c32 (centres undefined)	9.6	-1.8	-6.4	-6.8
10	O=C(COc1ccc(S(=O)(=O)Nc2cccc(C(F)(F)F)c2)cc1)N1CCOCC1	6.5	3.1	0.2	-15.0

cpd	XBP1 UPR activ	APJ antagonist	697 NFkB inh	CHOP UPR activ
1	1.9	2.5	26.3	0.8
2	-2.8	2.7	15.7	-1.2
3	-3.9	-4.8	-36.8	2.4
4	-7.4	-11.7	-5.6	0.1
5	0.9	-2.2	14.3	0.4
6	-4.8	10.2	11.8	0.5
7	-1.7	2.9	-5.4	-0.8
8	3.0	-7.2	-11.9	0.8
9	-2.4	0.5	0.1	5.5
10	-6.8	-9.4	13.4	0.3

Rewritten in transposed form: two of the compounds above.
2: CN(CC(=O)Nc1cccc(S(=O)(=O)NC2=NCCC2)c1)Cc1cccc(F)c1
3: CCOc1ccccc1N=C1SC(CC(=O)Nc2ccc(OC)cc2OC)C(=O)N1CCC1=CCCCC1 (centres undefined)

compound no. | 2 | 3
Mdm2 MdmX PPI | -7.9 | 43.1
APJ ag | -3.2 | 1.3
Jurkat NFkB inh | 5.9 | 5.8
tim23-1 inh | -0.9 | 18.1
XBP1 UPR activ | -2.8 | -3.9
APJ antagonist | 2.7 | -4.8
697 NFkB inh | 15.7 | -36.8
CHOP UPR activ | -1.2 | 2.4

Other structures.
cpd	Molecule	Mdm2 MdmX PPI	APJ ag	Jurkat NFkB inh	tim23-1 inh
11	O=C1CCCC(=O)C1C(=O)C1CCN(S(=O)(=O)c2ccccc2)CC1	-1.8	-0.7	-4.3	6.6
12	N#C/C(=N\Nc1ccc(S(=O)(=O)N2CCCCC2)cc1)C(N)=S	-3.8	-6.5	12.0	5.4
13	Cc1cc(C)cc(NC(=S)N2CCC(NC(=O)c3ccc(F)cc3)CC2)c1	14.6	-4.0	-3.2	-4.7
14	COc1ccccc1NC(=O)c1nn(-c2ccc(Cl)cc2)ccc1=O	14.1	-1.4	-17.1	-11.0
15	O=C(c1cccc(S(=O)(=O)N2CCOCC2)c1)N1CCCC1	18.5	-4.8	6.4	6.7
16	COc1ccc(/C=C(\C#N)C(=O)OCCNC(=O)c2ccncc2)cc1	-8.0	-2.1	-0.5	6.7
17	O=C1CC(N2CCCCCC2)C(=O)N1c1ccc2c(c1)OCO2 (centres undefined)	15.5	-6.3	-0.8	29.2
18	CCc1c(C)nc(SCCOc2ccc(OC(C)C)cc2)[nH]c1=O	32.5	-4.5	8.0	4.1
19	O=C1CNC(=O)/C(=C\c2ccc(F)cc2)N1	-23.8	-1.3	21.7	-3.8
20	COc1ccc(CNC(=O)CC2C[C@H](C(=O)N(C(C)C)C(C)C)[C@@]3(C)c4[nH]c5ccccc5c4CCN3C2=O)cc1OC (some centres undefined)	2.3	-2.0	-0.6	-0.3

cpd	XBP1 UPR activ	APJ antagonist	697 NFkB inh	CHOP UPR activ
11	1.0	-3.8	20.5	1.1
12	-0.7	30.7	-0.4	-0.1
13	0.4	-9.4	-11.5	-0.7
14	-2.4	-9.6	9.3	1.1
15	-0.6	7.5	36.5*	-0.1
16	-2.6	9.1	9.0	-1.4
17	2.5	8.2	-22.2	0.6
18	-3.0	7.7	15.8	-2.1
19	-5.7	-0.5	16.3	-0.1
20	0.1	0.0	-15.2	1.0

Next records follow.
cpd	Molecule	Mdm2 MdmX PPI	APJ ag	Jurkat NFkB inh	tim23-1 inh
21	O=C(NN1C(=O)c2ccccc2NC1c1ccc([N+](=O)[O-])o1)c1ccc(Br)cc1 (centres undefined)	27.0	5.0	-4.9	42.9
22	CCc1ccc(NC(=O)NNC(=O)c2cc3ccccc3cc2O)cc1	11.4	-5.0	11.7	-2.0
23	O=C(O)CCS(=O)(=O)c1cccc2cccnc12	9.4	-1.8	-0.6	2.6
24	COc1cc(C)c(C(C)C)cc1S(=O)(=O)n1cnc(C)c1	26.1	-2.5	49.6	9.2
25	CCOC(=O)c1cccc(C(=O)Nc2nc3ccc(OC)cc3s2)n1	1.5	-4.3	-25.2	21.8
26	COc1cccc(N2C(=NC(=O)COc3ccccc3)SC3CS(=O)(=O)CC32)c1 (centres undefined)	3.4	0.1	6.0	-2.9
27	CC(C)Oc1ccc(C(CC(=O)N2CCOCC2)C(C)C)cc1 (centres undefined)	23.6	-1.9	-17.6	-2.8
28	CC(=O)c1ccc(NC(=O)C2Cc3ccccc3CN2C(=O)c2ccccc2)cc1 (centres undefined)	5.2	-2.1	-12.6	29.7
29	c1cnc2ccc3ncccc3c2c1	8.6	-0.9	-10.6	-7.4
30	COc1ccc(NS(=O)(=O)c2cccc(NC(=O)NC3CCCCC3)c2)cc1	7.1	-2.4	6.7	6.1

cpd	XBP1 UPR activ	APJ antagonist	697 NFkB inh	CHOP UPR activ
21	0.2	-50.9	-3.2	0.6
22	-1.2	-10.4	26.0	0.8
23	-0.4	10.5	3.2	1.2
24	10.5	5.3	-72.0	-0.4
25	-0.5	12.2	-77.7	1.0
26	-0.6	4.2	-0.3	-0.1
27	-5.3	-8.4	2.5	-0.9
28	-1.4	-8.0	-0.3	3.9
29	-2.6	-2.6	-6.4	0.1
30	0.2	-7.0	-4.7	0.7

(more compounds)
cpd	Molecule	Mdm2 MdmX PPI	APJ ag	Jurkat NFkB inh	tim23-1 inh
31	CCOc1cc(N2CCOCC2)c(OCC)cc1NC(=O)COC(=O)CCc1c[nH]c2ccccc12	-1.2	-2.0	-6.0	11.5
32	COc1ccc(C(=O)Nc2cc3c(cc2OC)CCCC3)cc1Br	3.3	-1.2	-1.3	6.8
33	Cc1ccc(C(=O)c2c3ccccc3[n+]([O-])n2[C@@H](C)C(N)=O)cc1	-20.2	7.4	-19.7	11.5
34	Brc1ccccc1-c1nnc(COc2cccc3cccnc23)o1	-0.2	0.5	-24.4	35.1
35	COc1ccc(C(NC(C)=O)c2cc(Cl)c3cccnc3c2O)cc1 (centres undefined)	75.6*	-2.3	10.7	46.3
36	Cc1nn(-c2ccccc2Cl)c(Cl)c1/C=N/Nc1cccc(C(=O)O)c1	73.1*	-2.0	-28.9	7.9
37	COc1cc(N2C(=O)C=CC2=O)c(OC)cc1Cl	-3.6	-0.6	-0.3	-11.9
38	COc1ccc(N2CC(C)Cn3c2nc2c3c(=O)[nH]c(=O)n2C)cc1 (centres undefined)	11.6	-0.3	-16.1	15.8
39	CN(C)S(=O)(=O)c1cccc(NC(=O)c2n[nH]c(=O)c3ccccc23)c1	-24.0	-2.1	-6.9	14.4
40	Cc1nn2c(-c3cccnc3)ccnc2c1-c1ccccc1	7.4	-1.3	-26.8	25.4

cpd	XBP1 UPR activ	APJ antagonist	697 NFkB inh	CHOP UPR activ
31	-3.1	7.4	4.0	-0.6
32	-2.0	-1.0	-19.1	2.2
33	-0.5	-6.5	4.5	2.5
34	9.6	-19.0	-17.8	-1.3
35	4.6	-4.0	-25.8	-0.6
36	-4.8	-1.9	-165.2	-8.0
37	-5.4	1.6	-17.1	28.3
38	-1.5	-4.8	1.8	-0.5
39	0.1	9.8	-8.2	0.0
40	6.6	-4.0	-44.2	-0.8

Six entries already listed, sorted by their value in APJ ag, high to low:
| item | SMILES | Mdm2 MdmX PPI | APJ ag | Jurkat NFkB inh | XBP1 UPR activ | APJ antagonist | 697 NFkB inh |
| --- | --- | --- | --- | --- | --- | --- | --- |
| 34 | Brc1ccccc1-c1nnc(COc2cccc3cccnc23)o1 | -0.2 | 0.5 | -24.4 | 9.6 | -19.0 | -17.8 |
| 6 | Cc1ccc(N(C(=O)c2ccco2)C(C(=O)NC2CCCC2)c2cccnc2)cc1 (centres undefined) | -11.5 | 0.4 | -7.9 | -4.8 | 10.2 | 11.8 |
| 4 | Cc1cccc(N2CCN(S(=O)(=O)c3ccc4c(c3)C(C)(C)C(=O)N4C)CC2C)c1 (centres undefined) | 11.5 | -1.7 | 3.2 | -7.4 | -11.7 | -5.6 |
| 9 | CC1C(=O)N2CCCc3cc(S(=O)(=O)N(C)c4ccccc4)cc1c32 (centres undefined) | 9.6 | -1.8 | -6.4 | -2.4 | 0.5 | 0.1 |
| 20 | COc1ccc(CNC(=O)CC2C[C@H](C(=O)N(C(C)C)C(C)C)[C@@]3(C)c4[nH]c5ccccc5c4CCN3C2=O)cc1OC (some centres undefined) | 2.3 | -2.0 | -0.6 | 0.1 | 0.0 | -15.2 |
| 30 | COc1ccc(NS(=O)(=O)c2cccc(NC(=O)NC3CCCCC3)c2)cc1 | 7.1 | -2.4 | 6.7 | 0.2 | -7.0 | -4.7 |

Next part
cpd	Molecule	Mdm2 MdmX PPI	APJ ag	Jurkat NFkB inh	tim23-1 inh
41	CC(C)Cn1c2c(c(O)c(C(=O)Nc3nccs3)c1=O)CCCC2	8.6	-4.0	-6.3	43.0
42	CC(C)C[C@H](NC(=O)NC1CCCc2ccccc21)C(=O)O (some centres undefined)	-30.9	-3.6	-11.4	11.1
43	CCOC(=O)c1c2c3c(cccc3n(C)c1=O)C(=O)c1ccccc1-2	21.1	3.0	-17.2	33.4
44	Cc1cccc(CCNC(=O)CN(C)S(=O)(=O)c2cnc[nH]2)c1	5.7	-1.2	-7.8	6.3
45	CC(OC(=O)Cn1cnc2c1c(=O)n(C)c(=O)n2C)C(=O)NCc1ccccc1 (centres undefined)	40.7	-4.8	8.2	2.8
46	COc1ccc(CC(=O)NCCC2=CCCCC2)cc1	-13.0	-2.0	-0.1	22.8
47	CCOC(=O)c1[nH]ncc1CN1CCCC(C(=O)c2ccc(SC)cc2)C1 (centres undefined)	14.5	-0.5	6.3	5.0

cpd	XBP1 UPR activ	APJ antagonist	697 NFkB inh	CHOP UPR activ
41	4.5	16.3	-5.1	-4.4
42	-0.4	4.5	4.9	-0.7
43	2.4	37.1	-21.0	0.9
44	-4.5	-10.0	-7.8	1.0
45	-4.4	9.3	2.0	3.1
46	0.1	-17.8	15.6	0.3
47	-3.3	1.7	16.4	1.4
